Screening data (PubChem)
E-selectin induc = induces E-selectin expression in human endothelial cells | HUVEC E-selectin immunofluorescence imaging; normalized: neutral wells 0, TNF-alpha wells 100 | activation, % at 7.58 µM | 260,000 tested, 0.37% active;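 active means mean E-selectin-positive cell signal at least 10% of the positive control, reached in at least 60% of replicates, without over 20% cell loss; inconclusive means no rule given, readout overlaps actives, possibly toxicity-flagged; inactive means the rest, including those meeting only one limit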;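 further: in these data hits start at about 27%; measured in HUVEC primary endothelial cells; signal is the percent of cells scored E-selectin positive by PE staining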
Target sequence (P16581 whole entry, looked up): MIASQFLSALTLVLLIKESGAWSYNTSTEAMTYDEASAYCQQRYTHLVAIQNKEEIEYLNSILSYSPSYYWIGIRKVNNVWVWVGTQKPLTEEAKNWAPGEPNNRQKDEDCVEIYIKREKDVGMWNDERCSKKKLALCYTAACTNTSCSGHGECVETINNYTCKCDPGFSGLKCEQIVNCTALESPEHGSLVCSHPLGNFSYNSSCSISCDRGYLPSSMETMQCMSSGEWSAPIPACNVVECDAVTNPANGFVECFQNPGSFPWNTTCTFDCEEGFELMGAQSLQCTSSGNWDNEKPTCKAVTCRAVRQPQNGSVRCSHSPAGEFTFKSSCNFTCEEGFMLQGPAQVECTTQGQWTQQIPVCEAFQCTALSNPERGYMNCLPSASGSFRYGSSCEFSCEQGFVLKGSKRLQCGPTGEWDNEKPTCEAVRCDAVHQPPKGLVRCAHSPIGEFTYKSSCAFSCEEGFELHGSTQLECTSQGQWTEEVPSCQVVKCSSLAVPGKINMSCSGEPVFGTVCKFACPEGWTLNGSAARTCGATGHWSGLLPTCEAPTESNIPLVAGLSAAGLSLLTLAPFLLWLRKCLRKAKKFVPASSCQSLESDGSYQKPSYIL
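Assay system: HUVEC primary endothelial cells. Input: 3,000 HUVEC seeded per well. Doses: one compound dose added by pin transfer. Read-out basis: % PE-positive cells. Benchmarks: TNF-alpha high, DMSO low. Detection: immunofluorescence imaging. Buffer or medium: EGM-2, gelatin.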
INS-1E GSIS act = GLuc luminescence reporter in INS-1E cells, primary screen for activators of glucose-dependent secretion of insulin | 370,000 tested, 0.61% active | INS-1E GLuc reporter insulin secretion, 2-3 h | activation, % at 16.6 µM;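 active means lowest replicate activation of at least 40%, so every replicate reaches that level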;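 further: 0% = median of neutral control wells and 100% = median of IBMX positive control wells; some compounds called inactive have numbers as strong as hits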
CFTR F508del cor = correctors of CFTR F508del function in bronchial epithelial cells. CFBE cells, YFP halide quenching; stimulated with forskolin plus potentiator P3; % fluorescence drop versus neutral controls. activity (quench increase), % at 7.58 µM. 350,000 tested, 0.36% active. AID 720511;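 active means mean added fluorescence quench of at least 8% versus neutral control, with both replicates also reaching 8%; inconclusive means only one of the mean or replicate conditions met; inactive means mean below 8% and not both replicates reaching 8%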;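 further: cells transiently co-express mutant CFTR-F508del with the halide-sensitive YFP; corrector assay measuring rescue of mutant channel to the surface after 24 h compound exposure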
XiGFP reactiv = reactivates the inactive X chromosome in mouse fibroblasts. AID 743238. activation, % at 7.58 µM. 360,000 tested, 0.055% active. XiGFP mouse fibroblasts, % GFP-positive cells imaging, 3 d; cells co-treated with 5-aza-dC sensitizer; scaled so ellipticine positive control = 100%;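 active means mean normalized replicate activation at least 10% and every replicate at or above 10%; inconclusive means only one of the two criteria met; inactive means mean below 10% and not all replicates reach 10%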;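 further: 0% = median of on-plate neutral control wells and 100% = ellipticine 6 µM median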
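Schedule: 3 d treatment, 15 min room-temperature fixation; system: 68-5-11 XiGFP fibroblast line; buffer or medium: DMEM plus 5-aza-dC sensitizer; control set: ellipticine 6 µM positive control; compound: one concentration, pinned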
RAD52 anneal inh = RAD52 (human) annealing inhibition | inhibition, % at 18.7 µM | 360,000 tested, 0.46% active | AID 651710 | recombinant RAD52 DNA annealing, FRET fluorescence;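 active means every replicate showing at least 50% inhibition; inconclusive means mean inhibition at least 50% but not in every replicate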
RAD54 branch = inhibitors of human RAD54 branch migration; RAD54 Holliday junction branch migration, FAM/BHQ fluorescence; inhibition, % at 10.4 µM; 360,000 tested, 0.14% active;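 active means mean normalized replicate activity at least 40 and at least half of replicates scoring 40 or more; inconclusive means only one of the two criteria met; inactive means mean below 40 and under half of replicates reaching 40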;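 further: 0% = median of neutral control wells and 100% = median of positive control wells; inhibitors cause a drop in the FAM fluorescence signal; in these data hits start at about 50%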
CASP6 VEID inh = inhibitors of human caspase-6. 350,000 tested, 0.53% active. inhibition, % at 12.5 µM. purified caspase-6, Z-VEID-R110 cleavage fluorescence;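 active means mean inhibition across replicates at least about 35%, with every replicate also reaching that limit, limit read from the data; inconclusive means only one of the two criteria met; inactive means neither criterion met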;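 further: 0% = median of neutral control wells and 100% = no fluorescence left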
Target sequence (P55212 24-179 limits assumed): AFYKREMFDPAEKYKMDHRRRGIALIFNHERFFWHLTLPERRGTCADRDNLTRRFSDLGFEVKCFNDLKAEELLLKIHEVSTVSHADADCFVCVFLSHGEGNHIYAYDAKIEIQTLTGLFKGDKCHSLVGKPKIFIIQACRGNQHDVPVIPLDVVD
Target sequence (P55212 194-293 limits assumed): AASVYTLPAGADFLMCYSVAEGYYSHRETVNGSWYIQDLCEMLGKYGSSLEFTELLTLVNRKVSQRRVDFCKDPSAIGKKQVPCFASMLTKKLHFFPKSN
DENV2 CPE rescue = protects cells from dengue virus 2 cytopathic effect. DENV2-infected cells, cytopathic effect rescue, plate reader. CPE inhibition, % at 9.99 µM. 350,000 tested, 1.7% active; in the data active means CPE inhibition above about 20%, passing the limit was not always enough; inconclusive means no clear call, values can overlap the other calls; tested in BHK-21 cells;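 further: 0% = median of neutral control wells and 100% = median of positive control wells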
An asterisk follows results filed as active; ? = inconclusive; / = not tested or not shown.

SMILES	E-selectin induc	INS-1E GSIS act	CFTR F508del cor	XiGFP reactiv	RAD52 anneal inh	RAD54 branch	CASP6 VEID inh	DENV2 CPE rescue
COCCNC(=O)C(c1ccc(C)cc1)N(C(=O)CCC(=O)Nc1ccccn1)c1ccccc1C (centres undefined)	0.0	12	-0.5	0.0	4	0	0	-1
C[C@H](CO)N1C[C@H](C)[C@H](CN(C)C(=O)Nc2ccccc2)Oc2ccc(NC(=O)Nc3ccc(F)cc3)cc2C1=O	-0.4	-12	-0.5	-1.1	2	9	0	-9
C[C@@H]1CN([C@H](C)CO)C(=O)c2cc(NC(=O)c3ccccc3)ccc2O[C@@H](C)CCCCO[C@@H]1CN(C)Cc1ccc(C(F)(F)F)cc1	0.2	-3	1.2	-1.1	-91	1	1	12
COC(=O)CCC(=O)OC1(C)C(=O)C=C2C=C(C3CC3)N(CC3CC3)C=C2C1=O (centres undefined)	-0.1	6	-0.7	0.0	-26	-18	13	/
C[C@H](CO)N1C[C@H](C)[C@H](CN(C)Cc2ccncc2)Oc2ncc(C#CC3CCCC3)cc2C1=O	-5.2	5	1.0	-0.2	10	-15	2	?
CN(C(=O)c1ccc2c(=O)n3c(nc2c1)CCCCC3)c1ccccc1Cl	7.7	-7	3.0	0.0	-13	2	1	12
Cc1ccc(S(=O)(=O)N(C)C[C@H]2OCCCC[C@@H](C)Oc3ccc(NC(=O)C4CCCCC4)cc3C(=O)N([C@H](C)CO)C[C@H]2C)cc1	2.4	-26	-5.2	-0.1	/	2	/	10
Clc1ccc(Nc2nc(-c3cccs3)cs2)nc1	/	5	-0.7	/	-13	-20	-2	-7
CCn1cc(C(=O)NCCCOC)c(=O)c2cc(S(=O)(=O)N(C)C3CCCCC3)ccc21	/	-6	0.0	0.1	-16	-13	-4	4
CO[C@H](CN(C)S(=O)(=O)c1ccc(F)cc1)[C@H](C)CN(Cc1ccccc1Cl)[C@@H](C)CO	0.0	-19	1.1	0.1	-5	-1	2	-1
CCCNC(=O)[C@H]1[C@H](CO)[C@H]2Cn3c(ccc(C4=CCCCC4)c3=O)[C@@H]1N2CCC	-0.1	11	0.7	0.0	-5	1	3	?
COCC(=O)N1[C@@H]2Cn3c(ccc(/C=C/c4ccccc4)c3=O)[C@H]1[C@@H](C(=O)N1CCCCC1)[C@@H]2CO	0.6	4	1.3	0.0	4	16	3	-6
CCc1ccc(OCC(=O)N/N=C(\C)c2ccc(O)cc2O)cc1	/	-28	1.4	0.6	-26	-2	-2	/
O=C(C[C@H]1CC[C@H]2[C@@H](COC[C@@H](O)CN2S(=O)(=O)c2ccccc2Cl)O1)N1CCC(Cc2ccccc2)CC1	0.2	-36	3.8	-0.1	13	-8	3	2
COc1ccc2nccc(/C=C/c3ccnc4ccc(OC)cc34)c2c1	/	-9	-0.7	0.3	-67	2	1	-11
C[C@H]1CN([C@@H](C)CO)C(=O)c2cc(NC(=O)C3CC3)ccc2O[C@@H]1CN(C)Cc1ccncc1	-0.2	33	2.3	0.1	9	8	0	?
Cc1cc(NS(=O)(=O)c2ccc(NC(=O)c3ccccc3C)cc2)no1	0.6	2	2.1	0.0	-6	/	-1	3
CCCCn1c(N)c(N(CCOC)C(=O)C2CCN(C(=O)c3ccccc3C)CC2)c(=O)[nH]c1=O	2.7	13	-3.2	2.4	5	/	3	?
COC(=O)[C@@H]1CCCN1Cc1c(C(=O)N2CCCCC2)nc2c(C)cccn12	/	4	-1.5	0.0	-23	-19	-2	-6
CN1C(=O)c2cc(NC(=O)Cc3cccs3)ccc2OC[C@H]2O[C@H](CC(=O)NCCc3ccncc3)CC[C@@H]21	0.6	9	/	0.1	16	4	-1	?
Cc1noc(C)c1NC(=O)Nc1ccc2c(c1)C(=O)N([C@@H](C)CO)C[C@@H](C)[C@H](CN(C)Cc1ccc(C(F)(F)F)cc1)OCCCC[C@@H](C)O2	0.0	4	0.7	0.1	2	-6	1	-8
COCc1c(Br)c(C)nc(OCC(=O)N/N=C/c2ccc(C)o2)c1C#N	5.9	-8	-1.0	0.1	-12	/	-1	0
C[C@H](CO)N1C[C@H](C)[C@@H](CN(C)Cc2ccccc2)Oc2ncc(-c3cccc(C#N)c3)cc2C1=O	0.1	1	-0.1	-1.0	4	-1	-1	8
C[C@@H]1CN([C@H](C)CO)S(=O)(=O)c2ccc(-c3cccc(F)c3)cc2O[C@H]1CN(C)C(=O)c1cccc(F)c1	1.1	-16	0.5	-1.2	-5	1	0	3
COCCNc1nc(Oc2ccccc2)c2sccc2n1	-0.2	22	1.1	-0.1	-2	-6	-1	-1
COC(=O)[C@@]12C[C@@H](CC(=O)N3CCC(c4ccccc4)CC3)C(=O)N(Cc3ccc4c(c3)OCO4)C1=CCC(C)(C)C2	-0.4	-47	-0.3	0.1	9	/	-3	-1
CC(NCC(c1ccco1)N1CCCCC1)C(=O)NC1CCCC1 (centres undefined)	1.2	-5	-0.7	1.6	-21	6	-2	0
C[C@@H]1CN([C@@H](C)CO)S(=O)(=O)c2ccc(-c3cccc(F)c3)cc2O[C@@H]1CN(C)S(C)(=O)=O	0.0	-4	/	-0.7	-5	-3	-2	7
CC(C)(C)C(=O)O/N=C(\N)Cc1ccc(-c2csnn2)cc1	1.3	9	-2.0	0.0	-7	-4	-2	18
CCCOc1cccn2c(N(C)C(=O)c3ccccc3F)c(CC)nc12	-0.1	-9	-0.5	0.0	-16	2	2	-5
COc1ccc(CCNC(=O)c2ccc(Cl)cc2Cl)cc1OC	0.2	8	-0.9	-0.2	0	/	3	4
Cc1cccc(C)c1NC(=O)CSc1nc2[nH]c(=O)cc(O)c2s1	-0.5	6	0.7	0.0	-46	-10	3	-7
C[C@@H]1CN([C@@H](C)CO)S(=O)(=O)c2ccc(-c3ccccc3)cc2O[C@@H]1CN(C)CC1CC1	0.3	10	-1.9	-1.0	5	10	-1	19
O=C(NCc1ccco1)/C(=C\C=C\c1ccccc1)NC(=O)c1ccco1	?	-5	-0.8	0.0	-19	-6	3	-1
Cc1nc(S(=O)(=O)Nc2ccc3c(c2)OCCO3)cn1C	0.7	24	-0.9	0.0	-12	-3	2	8
O=C(N/N=C\c1ccco1)Nc1cccc(Cl)c1	-0.1	-8	0.8	-0.1	-11	/	0	9
Cn1cccc1/C=N/NC(=O)CNc1ccc2ccccc2c1	0.0	/	-3.7	0.0	-3	6	4	-4
Cc1ccc(-n2c(SCC(=O)N3CC(=O)Nc4ccccc43)nc3ccccc3c2=O)cc1	/	/	/	0.0	-20	/	3	-7
COc1ccccc1N1CCN(C(=O)CCCC2=NS(=O)(=O)c3ccccc3N2)CC1	/	2	-0.2	0.0	-17	-3	0	-6
CN(C)CCNc1ccc(-c2n[nH]c(=O)c3ccccc23)cc1[N+](=O)[O-]	0.1	29	4.9	0.1	10	14	-1	0
COc1ccc(-n2nc(C(=O)NCC(=O)NCCCN3CCOCC3)c3ccccc3c2=O)cc1OC	/	7	-1.3	0.3	4	16	0	-5
C[C@@H]1CN([C@@H](C)CO)C(=O)Cc2cc(NS(C)(=O)=O)ccc2O[C@@H]1CN(C)C(=O)NC1CCCCC1	-13	-2	-2.4	0.1	2	8	-1	-17
O=C(c1ccc(Oc2ccc(Cl)cc2)c([N+](=O)[O-])c1)N1CCCC1	-0.3	-22	-3.0	0.1	-6	-8	-4	-4
COc1cc(/C=C/C(=O)OCC(=O)NCCC2=CCCCC2)cc(OC)c1OC	1.0	/	-1.0	1.0	16	/	6	19
CC(OC(=O)Cn1[nH]c(=O)c2ccccc2c1=O)C(=O)Nc1ccc(F)cc1Cl (centres undefined)	-0.9	37	0.0	0.0	-6	-9	-2	-4
O=C(Nc1ccc2c(c1)OCO2)N[C@@H]1CC[C@H](CCNC(=O)C2CCOCC2)O[C@@H]1CO	-0.1	-5	1.5	-0.1	4	-15	-8	-3
COc1ccc(S(=O)(=O)NCCNC(=O)N2CCOCC2)cc1	/	5	-2.3	0.0	-6	4	-1	2
COc1ccc(N2CCN(C(=O)C3CCCN(S(=O)(=O)c4c(C)noc4C)C3)CC2)cc1 (centres undefined)	0.1	11	-2.4	0.1	-7	11	3	1
COc1ccc(N2CCN(CC(=O)c3c[nH]c4ccccc34)CC2)cc1	-0.2	-7	-0.8	0.5	-25	2	-3	19
O=C1NC(NS(=O)(=O)c2ccccc2)(C(F)(F)F)C(=O)N1CCc1ccccc1 (centres undefined)	/	9	-3.3	0.0	-12	-2	-2	3
(continued)
SMILES	E-selectin induc	INS-1E GSIS act	CFTR F508del cor	XiGFP reactiv	RAD52 anneal inh	RAD54 branch	CASP6 VEID inh	DENV2 CPE rescue
CC(Oc1ccc2c3c(c(=O)oc2c1)CCCC3)C(=O)NCc1ccccn1 (centres undefined)	/	-9	-0.3	0.1	-9	-2	6	0
C/C(=N\NC(=O)c1ccc(F)cc1)c1ccccn1	0.1	23	-8.6	0.3	-23	/	4	-1
Cc1ccc(C)c(S(=O)(=O)N2CCN(C(=O)CSc3ccccc3)CC2)c1	-0.4	-38	-0.8	0.2	-2	-8	0	-5
C[C@@H](NC(=O)C[C@@H]1CC[C@H](NC(=O)C2CCOCC2)[C@@H](CO)O1)c1ccccc1	0.6	-1	0.8	0.3	-3	-2	-1	?
COc1ccc(-c2nc3n(c2C)Cc2ccccc2-3)cc1	16	8	0.1	0.3	-13	/	-4	-6
CNC(=O)C[C@H]1CC[C@@H]2[C@@H](COc3ccc(NC(=O)Nc4cc(C)cc(C)c4)cc3C(=O)N2C)O1	0.2	-3	2.0	0.3	3	-4	1	-4
CCC(C)NC(=O)CSc1nc2ccccc2c(=O)n1CCCC(=O)NCC1CCCO1 (centres undefined)	/	8	/	/	-1	7	5	/
Cc1cc(C)c2nc(SCC(=O)NNC(=O)c3ccco3)c(C)cc2c1	/	-3	-1.7	0.0	-2	-2	2	3
O=C(c1ccccc1F)N1CC(=O)N2[C@@H](CO)[C@@H](c3ccc(C#Cc4ccc(F)cc4)cc3)[C@@H]2C1	-0.7	-9	-1.1	0.0	-13	/	0	-6
CC(C)(C)c1ccc(OCCC(=O)NNC(=O)c2ccncc2)cc1	/	1	-4.6	-0.1	-7	/	-1	-2
CNC(=O)C1CCC(=O)N1Cc1c[nH]c2ccccc12 (centres undefined)	0.0	3	-2.4	-0.1	-20	/	2	-8
O=C(N[C@H]1CC[C@H](CCNC(=O)C2CCC2)O[C@H]1CO)c1ccncc1	-0.1	10	0.9	0.1	1	-7	1	-6
CCCCc1nc2cc(C(=O)N3CCCCC3C(=O)OC)ccc2o1 (centres undefined)	/	-5	-2.8	0.2	-7	-1	-1	-8
C[C@@H]1CCCCO[C@H](CN(C)C(=O)Nc2cccc3ccccc23)[C@@H](C)CN([C@@H](C)CO)C(=O)c2cc(N(C)C)ccc2O1	-0.1	-15	-1.7	0.1	/	/	/	/
